Compound activity from PubChem.
Nrf2 ARE act – activators of Nrf2 (ARE) signaling; Potency, µM (highest dose often 46.1 µM), without a hit: top-dose activation, most hits filed as activators; 410,000 tested, 0.31% active; AREc32 ARE-luciferase reporter (MCF7-derived line), luminescence, 24 h; AID 624171; further: potency means the concentration at half of the fitted maximal effect; % of control where 0% means no effect; nearly all actives have a fitted effect of over 65% in size
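ARE activation measured as luciferase luminescence (Steady-Glo, 30 min RT) in AREc32_Fluc cells after 24 hr compound exposure at 37 deg C, 5% CO2; cells seeded overnight at 1000/well in OPTI-MEM, 5% FBS.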
IL-2 act – activators of IL-2; IL-2 activation reporter assay, cell-based qHTS; stimulated with anti-CD3/CD4/CD28 beads; in transgenic mouse T cells; activation, % (series mostly up to about 46 µM); 360,000 tested, 0.065% active; AID 652025; in the data active means activation above about 50%; inconclusive means mostly about 30% to 49%; further: 0% is about no effect
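Readout: EGFP and DsRed signals by fluorescent plate cytometry. Unstimulated transgenic mouse T cells received compound 60 min before antibody-bead stimulation, then incubated 18 h at 37 degrees C.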
Nrf2 inh – blocks Nrf2 signaling | A549 ARE-Fluc reporter, luciferase luminescence, 18-24 h | Potency, µM (series often up to 46 µM), for inactives: at the top dose activity change, negative = inhibition, most hits filed as inhibitors | 360,000 tested, 2.1% active | AID 504444; further: potency means the concentration at half of the fitted maximal effect; on the % scale 0 is the no-effect control and ±100 the full control effect; nearly all actives have a fitted effect of over 60% in size
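A549 ARE_Fluc cells (5000/well, 5% FBS OPTI-MEM) pre-incubated 2 h, then treated with compounds 18-24 h at 37C/5% CO2 in concentration-response. CellTiter-Fluor viability read first; BugLite luciferase luminescence after 15 min at room temperature gives Nrf2 activity.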
ATXN2 expr inh – ATXN2 expression inhibition | Potency, µM (top dose mostly 57 µM), inactives show at the top dose activity change, negative = inhibition, usual class: inhibitors | 360,000 tested, 0.72% active | HEK-293 ATXN2-luciferase reporter, luminescence, 24 h; further: potency means the concentration at half of the fitted maximal effect; on the % scale 0 is the no-effect control and ±100 the full control effect; nearly all actives have a fitted effect of over 55% in size
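qHTS (up to 57 uM final) was run with 24 h compound exposure of reporter cells at 37 °C. Each well was multiplexed: SteadyGlo luminescence measured ATXN2-luciferase expression after a fluorogenic Gly-Phe-AFC viability readout (25 uM final).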
TGFb inhibitor – inhibitors of TGF-b signaling | Potency, µM (doses to about 46.1 µM), for the others: at the top dose activity, negative = inhibition, hits mostly inhibitors | 410,000 tested, 1.2% active | AID 588855 | HepG2 CAGA-GFP TGF-b/SMAD3 reporter, GFP fluorescence, 18 h; TGF-beta stimulated, 500 pg/mL final; further: potency means the concentration at half of the fitted maximal effect; on the % scale 0 is the no-effect control and ±100 the full control effect; nearly all actives have a fitted effect of over 65% in size
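Inhibition of TGF-beta-driven CAGA-GFP reporter expression in HEPG2 cells is measured by cellular GFP fluorescence after 18 h stimulation with 500 pg/mL recombinant TGF-beta in 1% FBS medium at 37 degrees C.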
EPAC2 ag – activates human EPAC2 exchange factor; Q8WZA2; EPAC2 activation, biochemical qHTS; response scale: 100% = 6.5 mM cAMP response; Potency, µM (series often up to 154 µM), inactives show at the top dose activation, usual class: activators; 360,000 tested, 0.079% active; AID 720711; further: potency means the concentration at half of the fitted maximal effect; nearly all actives have a fitted effect of over 50% in size
Target sequence (Q8WZA2 whole entry, looked up): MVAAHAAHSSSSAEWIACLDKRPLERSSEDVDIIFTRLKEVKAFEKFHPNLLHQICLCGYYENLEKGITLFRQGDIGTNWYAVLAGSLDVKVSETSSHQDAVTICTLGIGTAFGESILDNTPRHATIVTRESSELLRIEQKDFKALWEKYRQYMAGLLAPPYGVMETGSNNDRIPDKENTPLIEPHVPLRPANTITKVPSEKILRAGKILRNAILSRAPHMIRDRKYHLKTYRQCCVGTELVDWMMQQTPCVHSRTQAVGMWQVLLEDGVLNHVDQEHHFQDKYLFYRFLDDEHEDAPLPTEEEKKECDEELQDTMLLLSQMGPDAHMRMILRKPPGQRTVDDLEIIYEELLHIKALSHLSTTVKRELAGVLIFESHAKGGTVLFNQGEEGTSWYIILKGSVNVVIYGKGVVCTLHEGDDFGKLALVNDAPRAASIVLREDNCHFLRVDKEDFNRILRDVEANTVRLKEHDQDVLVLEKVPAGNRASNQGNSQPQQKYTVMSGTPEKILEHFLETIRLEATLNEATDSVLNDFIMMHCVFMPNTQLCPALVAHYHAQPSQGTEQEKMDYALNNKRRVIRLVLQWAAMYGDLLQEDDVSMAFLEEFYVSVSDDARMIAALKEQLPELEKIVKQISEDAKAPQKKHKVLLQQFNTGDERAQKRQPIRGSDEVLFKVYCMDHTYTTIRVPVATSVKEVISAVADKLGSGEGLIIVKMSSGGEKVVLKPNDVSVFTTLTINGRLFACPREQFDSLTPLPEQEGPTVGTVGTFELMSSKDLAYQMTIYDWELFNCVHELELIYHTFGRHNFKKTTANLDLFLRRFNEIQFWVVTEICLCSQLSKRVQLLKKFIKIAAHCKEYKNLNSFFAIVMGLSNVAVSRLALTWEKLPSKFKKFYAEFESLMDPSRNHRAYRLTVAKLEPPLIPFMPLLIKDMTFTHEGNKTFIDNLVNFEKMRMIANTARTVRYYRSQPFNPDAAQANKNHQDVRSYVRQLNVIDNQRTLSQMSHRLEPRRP
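Setup: EPAC2 100 nM, labeled Rap1B complex 250 nM, free GDP 50 uM. Compound titrations pinned in, brief spin, 5 min room temperature incubation. Kinetic fluorescence read over 30 min, normalized to 6.5 mM cAMP.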
A549 tox – counter-screen for Nrf2 inhibitors: cytotoxicity in A549 cells | A549 ARE-Fluc cells, CellTiter-Fluor viability, 18-24 h | AID 504648 | 390,000 tested, 0.16% active | Potency, µM (doses to about 46 µM), for inactives: at the top dose activity change, negative = cytotoxicity, actives largely listed as inhibitors; further: potency means the concentration at half of the fitted maximal effect; on the % scale 0 is the no-effect control and ±100 the full control effect
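A549 ARE_Fluc cells in 5% FBS OPTI-MEM were exposed to compounds in concentration-response for 18-24 h at 37 deg C. Viability was read by CellTiter-Fluor fluorescence (Ex 405/Em 525) after 30 min, before the luciferase read.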
HepG2 tox – counter-screen for TGF-b inhibitors: cytotoxicity in HepG2 cells; HepG2 CAGA-GFP viability, ATP luminescence, 18 h; Potency, µM (doses to about 46.1 µM), without a hit: at the top dose activity change, negative = cytotoxicity, actives largely listed as cytotoxic; 410,000 tested, 0.76% active; AID 588856; further: potency means the concentration at half of the fitted maximal effect; some results filed as inactive show a strong effect at the top dose
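HepG2 CAGA-GFP cells (1000/well, DMEM with 1% FBS) received compound, then TGF-beta at 500 pg/mL final, and were incubated 18 hours at 37 degrees C. Viability was read by CellTiter-Glo luminescence. Media-only wells were set as complete cell-killing and DMSO as no toxicity.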
S2 tox – cell viability loss in ATXN counter-screen | S2 cells (HEK-293 line with an ATXN2-luciferase reporter) viability, CellTiter-Fluor protease fluorescence, 24 h | Potency, µM (doses to about 56.7 µM), hits mostly cytotoxic | 400,000 tested, 0.49% active | AID 651635; further: potency means the concentration at half of the fitted maximal effect; nearly all actives have a fitted effect of over 40% in size
* = called active by the depositor; i = inactive; ? = inconclusive; / = no result given. Unless noted, the call rests on the fitted dose curve; in most records, active means well fitted curve in the direction sought with a large enough effect; inconclusive means small, poorly fitted or top-dose-only effect, or another doubt; inactive means no such curve, though single readings can be large; an effect the other way counts as inactive or inconclusive.

SMILES	Nrf2 ARE act	IL-2 act	Nrf2 inh	ATXN2 expr inh	TGFb inhibitor	EPAC2 ag	A549 tox	HepG2 tox	S2 tox
COc1ccc(-c2ccc(/C=N/NC(=O)c3cccnc3)o2)c([N+](=O)[O-])c1	-0.3%	0.5	-19%	-8%	3%	-2%	8%	-2%	/
Cc1cc(C)c2c(n1)sc1c(=O)n(Cc3ccccc3Cl)nnc12	2.8%	-4.1	-8%	-10%	-3%	3%	9%	2%	i
CC(O)(CS(=O)(=O)Cc1ccccc1)c1ccc(Cl)cc1 (configuration not stated)	-0.1%	1.2	-10%	/	-2%	4%	1%	-2%	i
Cc1csc(SCC(=O)NCc2cccs2)n1	1.4%	-0.3	-12%	2%	-3%	5%	4%	-14%	i
COC(=O)C1CN(C(=O)C(C)Oc2cc(C)ccc2C(C)C)c2ccccc2O1 (configuration not stated)	-1.6%	-5.0	13%	-22%	8%	9%	1%	-17%	i
Cc1noc(C)c1-c1nc(CSc2ccccc2)no1	-0.1%	0.5	?	14%	-6%	8%	1%	-5%	i
CCN(CC(=O)Nc1ccc(NC(C)=O)cc1)C(=O)CCN1C(=O)c2cccc([N+](=O)[O-])c2C1=O	0.1%	0.1	3%	9%	3%	-5%	18%	-22%	i
CCC(=O)N(C)C[C@H]1Oc2cc(-c3ccccc3F)ccc2S(=O)(=O)N([C@H](C)CO)C[C@H]1C	-0.8%	-1.3	/	-13%	-13%	3%	/	-32%	?
O=C(NCc1ccccc1)c1cc(C2COCCN2C(=O)C/C=C/c2ccccc2)on1 (configuration not stated)	0.4%	-0.1	/	6%	2%	12%	/	-6%	i
Cc1ccc(NC(=O)CSc2nnc(-c3ccncc3)o2)cc1C	0.2%	-0.8	10%	-8%	-3%	1%	1%	-8%	i
Cc1ccc(NC(=O)COC(=O)C2CSC3(C)CCC(=O)N23)cc1S(=O)(=O)N1CCOCC1 (configuration not stated)	0.0%	-2.3	3%	/	-4%	0%	-1%	-9%	i
CCN1C(c2ccccc2)C(C)C(=O)C(C)C1c1ccccc1 (configuration not stated)	0.2%	-0.4	13%	-23%	10%	7%	9%	4%	i
CC(C)N(CC#CCC1(O)c2ccccc2-c2ccccc21)CCO	0.8%	1.3	26%	-13%	-8%	-5%	-2%	-2%	?
COC(=O)c1ccc2c(=O)[nH]c(CN3c4ccccc4CC3C)nc2c1 (configuration not stated)	0.3%	1.0	-3%	-7%	-4%	1%	2%	9%	?
CCOc1ccccc1N(C)C(=O)NCc1noc2ccccc12	2.7%	/	?	4%	?	/	2%	-6%	i
Cc1ccc(S(=O)(=O)N(C)c2ccc(OCC(=O)Nc3ccc(S(C)(=O)=O)cc3)cc2)cc1	2.1%	0.0	?	-2%	-48%	15%	-16%	-18%	i
O=C(Nc1cccc(C(=O)N2CCN(c3cccc(Cl)c3)CC2)c1)c1nsc2ccccc12	-0.8%	/	/	13%	14%	/	1%	-27%	?
COC(=O)c1cc(-c2ccccc2)n(CC(=O)O)c1C	-0.5%	-2.9	/	-4%	-2%	1%	4%	-3%	i
Cc1cc(C)cc(NC(=O)c2cc(S(=O)(=O)NCCC3=CCCCC3)ccc2F)c1	8.1%	/	/	?	?	/	3%	-47%	?
Cc1ccc(C)c(OC(=O)CSc2nnc(-c3ccc4c(c3)OCO4)o2)c1	-1.3%	/	0%	/	24%	/	7%	0%	/
S=C1Nc2ccccc2Sc2ccc(Cl)cc21	-0.1%	-0.5	-3%	-13%	-3%	0%	-3%	-24%	?
CCOC(=O)/C(C#N)=C/c1c(N2CCN(C)CC2)nc2ccccn2c1=O	0.5%	0.1	-1%	10%	3%	2%	-18%	4%	i
Cn1cnnc1SC(C(=O)c1ccccc1)c1ccccc1 (configuration not stated)	-0.8%	-2.0	9%	-11%	1%	-9%	-13%	-29%	i
CN(C)/C=C/C(=O)c1ccn(S(=O)(=O)c2ccccc2)c1	0.0%	-0.8	6%	-5%	-15%	1%	-3%	-35%	i
COc1ccc(OC)c(Nc2nc(N)nc(CCl)n2)c1	25%	-5.6	-43%	-11%	-3%	9%	-8%	-15%	?

Record cards, from the list above.
Record of `Cn1cnnc1SC(C(=O)c1ccccc1)c1ccccc1` (configuration not stated) = Nrf2 ARE act: -0.8%; IL-2 act: -2.0; Nrf2 inh: 9%; ATXN2 expr inh: -11%; TGFb inhibitor: 1%; EPAC2 ag: -9%; A549 tox: -13%; HepG2 tox: -29%; S2 tox: i
Record of `COc1ccc(OC)c(Nc2nc(N)nc(CCl)n2)c1` = Nrf2 ARE act: 25%; IL-2 act: -5.6; Nrf2 inh: -43%; ATXN2 expr inh: -11%; TGFb inhibitor: -3%; EPAC2 ag: 9%; A549 tox: -8%; HepG2 tox: -15%; S2 tox: ?

The main list resumes, repeating the 4 entries before the break.
SMILES	Nrf2 ARE act	IL-2 act	Nrf2 inh	ATXN2 expr inh	TGFb inhibitor	EPAC2 ag	A549 tox	HepG2 tox	S2 tox
CCOC(=O)/C(C#N)=C/c1c(N2CCN(C)CC2)nc2ccccn2c1=O	0.5%	0.1	-1%	10%	3%	2%	-18%	4%	i
Cn1cnnc1SC(C(=O)c1ccccc1)c1ccccc1 (configuration not stated)	-0.8%	-2.0	9%	-11%	1%	-9%	-13%	-29%	i
CN(C)/C=C/C(=O)c1ccn(S(=O)(=O)c2ccccc2)c1	0.0%	-0.8	6%	-5%	-15%	1%	-3%	-35%	i
COc1ccc(OC)c(Nc2nc(N)nc(CCl)n2)c1	25%	-5.6	-43%	-11%	-3%	9%	-8%	-15%	?
CCOC(=O)c1c(NC(=O)C2C3CCC(O3)C2C(=O)O)sc(C)c1-c1ccc(F)cc1 (configuration not stated)	1.8%	0.1	/	5%	4%	-4%	-1%	8%	i
O=C(CCc1ccccc1)NCCc1csc(-c2cccc(F)c2)n1	5.9%	/	/	-15%	-22%	/	-1%	-23%	i
CN(C)c1ccc(NC(=O)COC(=O)c2cc(Cl)ccc2[N+](=O)[O-])cc1	5.9%	-1.3	-20%	-10%	9%	16%	-16%	-5%	i
C[C@@H]1CN([C@H](C)CO)C(=O)c2cc(NS(=O)(=O)c3cn(C)cn3)ccc2O[C@@H]1CN(C)S(C)(=O)=O	-0.1%	-0.3	6%	8%	4%	-1%	-4%	3%	i
COc1ccc(C(=O)NC(=S)NNC(=O)CNC(=O)C2CCCCC2)cc1	2.9%	-3.7	7%	-12%	0%	7%	-5%	-1%	i
C/C(=N\NC(=O)Cn1nc(C)c([N+](=O)[O-])c1C)c1ccco1	0.7%	-3.6	1%	-2%	12%	11%	-1%	-8%	i
COc1ccc(Cl)cc1C(Nc1cccnc1)c1ccc2cccnc2c1O (configuration not stated)	?	1.7	?	?	?	-3%	-6%	-9%	i
CCOC(=O)Cc1csc(SCC(=O)N2CCN(c3ccc(OC)cc3)CC2)n1	-0.6%	-1.0	-4%	-1%	-13%	3%	-5%	-10%	?
Cc1nc2c(c(=O)n1CCC1=CCCCC1)c1nc3ccccc3nc1n2/N=C/c1ccccc1	0.7%	8.9	?	3%	20%	11%	/	0%	i
Cc1onc(-c2c(F)cccc2Cl)c1C(=O)NC1CC1	-0.2%	-1.6	4%	-11%	-17%	3%	9%	2%	i
CC(=O)O[C@@H]1C[C@H]2C(C)=C[C@H]3OC(=O)[C@@H](C)[C@H]3C[C@H]2[C@]1(C)O	-0.3%	0.1	-7%	9%	10%	0%	0%	-15%	i
O=C1CCCc2cc(S(=O)(=O)N3CCCC(C(=O)NCc4ccccc4)C3)ccc2N1 (configuration not stated)	-1.3%	/	?	-5%	1%	/	2%	-18%	i
Cc1ccccc1CNC(=O)CN1C(=O)C2CCCCN2c2ccc(C(=O)N3CCCC3)cc21 (configuration not stated)	0.0%	/	/	5%	15%	/	-7%	7%	i
C#CCNC(=O)C[C@@H]1C[C@@]2(C(=O)OCC)CCCC=C2N(Cc2ccco2)C1=O	-0.1%	0.0	/	0%	/	6%	/	/	i
O=C(C1CCCC1)N1CCN(S(=O)(=O)c2ccc(Cl)cc2)CC1	2.2%	0.2	-14%	10%	3%	3%	-6%	-4%	i
CCc1cccc(NC(=O)CSc2ncc3c(n2)-c2cc(Cl)ccc2N(C)S3(=O)=O)c1	0.7%	/	-6%	-8%	10%	/	-10%	-30%	i
Cc1ccc(NC(=S)NC(=O)c2ccc(-c3ccc(Cl)cc3)o2)c(O)c1	7.9%	-2.6	4%	-3%	0%	4%	-7%	-87%	i
NC(=O)CN1CCN(C(=O)NC2CCCCC2)CC1	0.0%	3.6	?	9%	10%	-1%	4%	2%	i
Cc1n(CC(O)COCc2ccccc2)c2ccccc2[n+]1C (configuration not stated)	-0.3%	-3.0	16%	8%	-1%	5%	4%	-8%	i
CC1CCN(C(=O)c2[nH]cnc2C(=O)NC2CCN(C(=O)OC(C)(C)C)CC2)CC1	0.7%	-0.3	-11%	3%	-10%	7%	0%	2%	i
COC(=O)CN1C(=O)c2cccc3cccc1c23	0.2%	0.9	-12%	2%	-18%	1%	5%	-35%	i
